# 697 NFkB inh = inhibitors of the PMA/ionomycin-induced NF-kB reporter in 697 B cells; 697 B-cell NF-kB luciferase reporter, 16 h; inhibition, % at 4 µM; 330,000 tested, 0.33% active; AID 435022; in the data active means inhibition above about 35%
# Jurkat NFkB inh = lowers PMA/ionomycin-induced NF-kB signal in Jurkat cells; PMA/ionomycin-induced NF-kB luciferase reporter, luminescence; inhibition, % at 4 µM; 330,000 tested, 0.53% active; AID 435003; in the data active means inhibition above about 50%
# CCR6 antag = antagonists of human CCR6 receptor. CHO-K1 CCR6 PathHunter beta-arrestin, luminescence, CCL20-stimulated. inhibition, % at 20 µM. 340,000 tested, 0.49% active. P51684;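 active means compounds whose inhibition of the agonist-driven luminescence signal at 20 µM reaches about 50%, limit read from the data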;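 further: cells stimulated with CCL20 at 14 nM final; plate controls were DMSO with CCL20 for no effect and DMSO without agonist for full effect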
# Target sequence (P51684 whole entry, looked up): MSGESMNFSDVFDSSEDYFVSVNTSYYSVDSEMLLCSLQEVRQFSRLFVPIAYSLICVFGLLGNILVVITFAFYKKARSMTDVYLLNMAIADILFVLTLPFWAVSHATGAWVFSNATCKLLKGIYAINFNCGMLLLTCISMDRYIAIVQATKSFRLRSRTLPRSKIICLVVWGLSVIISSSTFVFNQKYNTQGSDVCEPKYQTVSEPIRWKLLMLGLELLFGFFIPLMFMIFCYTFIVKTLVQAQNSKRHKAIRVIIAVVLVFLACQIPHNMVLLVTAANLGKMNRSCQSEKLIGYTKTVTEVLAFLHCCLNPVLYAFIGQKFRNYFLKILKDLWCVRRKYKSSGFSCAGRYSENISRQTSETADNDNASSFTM
# UBC13 inh = inhibitors of human UBC13 polyubiquitin chain formation; inhibition, % at 20 µM; TR-FRET; P61088; AID 485273; 330,000 tested, 0.47% active; in the data active means inhibition above about 45%, passing the limit was not always enough
# Target sequence (P61088 whole entry, looked up): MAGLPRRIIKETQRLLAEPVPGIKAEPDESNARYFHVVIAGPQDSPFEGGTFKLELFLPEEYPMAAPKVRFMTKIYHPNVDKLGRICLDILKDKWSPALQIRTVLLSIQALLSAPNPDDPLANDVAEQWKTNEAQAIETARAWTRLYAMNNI
# Gli-Sufu antag = blocks Gli-Sufu signaling in a luciferase reporter; Sufu-KO-LIGHT fibroblasts, Gli luciferase reporter luminescence; inhibition, % at 5 µM; 340,000 tested, 0.74% active; AID 588413;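 active means inhibition above about 55%, limit read from the data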;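 further: 0% = DMSO-treated cells and 100% = wells with medium but no cells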
# CXCR6 inh = CXCR6 (human) receptor inhibition | O00574 | CHO-K1 PathHunter CXCR6 beta-arrestin, luminescence | inhibition, % at 20 µM | 360,000 tested, 0.36% active; in the data active means inhibition above about 34%, passing the limit was not always enough;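 further: antagonist mode with CXCL16 agonist at 10 nM final; 0% = 10 nM CXCL16 with DMSO and 100% = unstimulated wells without agonist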
# EBI2 block = blocks human EBI2 receptor beta-arrestin signaling; inhibition, % at 5 µM; P32249; EBI2 beta-arrestin recruitment, luminescence, 7a,25-OHC stimulated; 360,000 tested, 0.81% active; in the data active means inhibition above about 38%;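 further: enzyme fragment complementation signal reports receptor beta-arrestin coupling in cells; 0% = agonist plus DMSO wells and 100% = wells without agonist; some results beyond the cut were filed as inactive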
# Target sequence (P32249 whole entry, looked up, the tested form may be a part): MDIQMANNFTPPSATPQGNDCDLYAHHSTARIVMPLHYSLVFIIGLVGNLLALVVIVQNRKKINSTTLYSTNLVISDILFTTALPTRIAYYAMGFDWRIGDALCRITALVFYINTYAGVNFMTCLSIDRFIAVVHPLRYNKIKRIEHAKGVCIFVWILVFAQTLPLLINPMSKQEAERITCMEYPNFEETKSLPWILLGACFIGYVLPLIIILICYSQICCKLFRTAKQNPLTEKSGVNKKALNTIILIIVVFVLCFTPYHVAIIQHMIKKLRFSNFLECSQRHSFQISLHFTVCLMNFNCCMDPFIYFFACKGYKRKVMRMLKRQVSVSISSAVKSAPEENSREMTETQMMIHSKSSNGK
# APJ antag = blocks the human apelin receptor APJ. P35414. CHO-K1 APJ beta-arrestin complementation, luminescence. inhibition, % at 20 µM. 330,000 tested, 0.32% active. AID 2521;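 active means inhibition above about 40% at 20 µM, limit read from the data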;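 further: cells challenged with 10 nM apelin-13 agonist together with compound; plate controls were apelin-13 plus DMSO wells for no effect and DMSO wells lacking apelin-13 for full effect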
# Active calls of the source: *; · = not tested or not shown. Random draw from the library. Share with any hit: about 3%.
Compound	UBC13 inh	697 NFkB inh	CXCR6 inh	Gli-Sufu antag	APJ antag	CCR6 antag	Jurkat NFkB inh	EBI2 block
Cc1ccc(S(=O)(=O)c2cn(C)c3cc(N4CCN(C)CC4)c(F)cc3c2=O)c(C)c1	3.0	4.0	2.7	11.8	7.0	13.1	-7.3	3.6
Cc1ccc(NC(=O)C2=CC(c3cccs3)=NS(=O)(=O)N2C)cc1	-6.9	4.0	5.2	-5.3	13.7	13.5	-6.4	-2.5
COc1nc(Nc2ccccc2)nc(OC)n1	7.3	11.4	-2.0	0.1	0.0	-7.4	-2.1	5.0
Cn1c(=O)c2c(nc(-n3ccnc3)n2Cc2ccc([N+](=O)[O-])cc2)n(C)c1=O	-7.3	-2.2	-5.8	-0.3	8.8	-12.2	6.3	-6.6
Cc1nnc(SCCC(=O)Nc2ccc(Cl)cc2)o1	-0.9	7.9	3.3	12.1	-0.4	12.6	2.4	-6.5
CC(=O)c1c(C)[nH]c(C(=O)CSc2nnc(C)s2)c1C	7.2	-12.3	-11.2	-13.9	14.2	0.7	-7.4	3.2
CCOC(=O)c1cc(C(=O)c2cc(Cl)ccc2O)coc1=N	-5.1	18.3	-13.8	3.4	-29.1	-5.6	-7.2	0.6
Cc1ccc(SCCNC(=O)/C=C/c2ccc(Cl)cc2)cc1	-5.2	-7.0	-4.8	-1.1	7.4	7.2	-17.3	19.3
CN1CCN(C(c2cccc(C(F)(F)F)c2)c2nnnn2C(C)(C)C)CC1 (stereo unspecified)	7.5	9.6	3.7	-2.1	-2.8	6.0	7.6	4.5
CCOC(=O)C1(C)NC(c2ccc(O)cc2)C2C(=O)N(c3ccccc3)C(=O)C21 (stereo unspecified)	-6.8	-5.9	-4.7	-0.9	5.2	-5.3	2.1	-9.4
CCOc1ccc(NC(=O)CN(C)C(=O)c2cc([N+](=O)[O-])ccc2N2CCOCC2)cc1OCC	0.7	6.4	3.4	-7.9	-52.2	15.3	5.4	2.5
CC(C)CC(=O)Nc1cc2c3c(c1)CCN3C(=O)CC2	-2.3	2.4	4.0	-10.2	-34.9	11.0	8.4	-8.8
COc1ccc(NC(=O)c2cc3c(s2)CCC(C)C3)cc1S(=O)(=O)N1CCOCC1 (stereo unspecified)	14.4	-4.8	-4.8	28.2	1.3	0.2	23.7	4.7
CC(Oc1ccc(Cl)cc1Cl)C(=O)NNC(=O)c1ccncc1 (stereo unspecified)	1.5	13.2	-6.4	31.0	-2.2	10.5	9.0	-6.0
COc1ccc(-c2nc3ccccc3n2Cc2ccc(C)cc2)cc1	-2.0	-12.7	17.6	11.9	3.1	22.4	-43.9	1.6
O=C(CN1CCN(Cc2ccc(Cl)cc2)CC1)N1CCc2ccccc21	13.7	24.8	1.1	-8.0	0.7	-1.7	9.3	9.1
Cc1c(N=C/C=C2\N(C)c3ccccc3C2(C)C)c(=O)n(-c2ccccc2)n1C	-2.5	-8.1	-1.9	3.9	9.7	18.2	15.4	-1.0
CCOC(=O)c1ccc(NC(=O)c2sc3nc4n(c(=O)c3c2C)CCC4)cc1	-0.5	-7.3	-9.5	-7.2	11.3	8.7	2.1	1.0
CCCCCOc1ccc(NS(C)(=O)=O)cc1	-0.3	-34.9	-1.9	-19.6	4.9	5.5	-19.3	2.6
Cc1ccc(C(=O)NCc2ccco2)cc1	5.3	-3.2	0.0	-0.2	8.7	8.5	2.9	3.2
COc1ccc2nc(/N=C(\N)NC(=O)N3c4ccccc4Sc4ccccc43)nc(C)c2c1	-18.9	-22.1	-12.1	4.0	-31.1	-0.7	22.6	-0.1
CCN1CCN(c2ccc(S(=O)(=O)N3CCOCC3)cc2NC(=O)c2cccc([N+](=O)[O-])c2)CC1	6.1	-53.8	4.2	11.3	-3.9	6.0	-31.9	-9.4
O=c1[nH]cnc2c([N+](=O)[O-])cccc12	11.5	15.6	7.1	-4.5	-14.4	9.7	12.5	10.2
O=c1c2ccccc2nc(/C=C/c2cccnc2)n1Cc1ccccc1	·	·	13.7	16.9	·	19.3	·	-4.8
CCOC(=O)c1c(NC(=O)OC)sc(C(=O)N(CC)CC)c1C	8.8	16.1	-0.3	-2.4	-2.4	-4.5	10.3	-4.8
O=C(CCNC(=O)c1ccc(Cl)cc1)Nc1ccccc1N1CCCCC1	0.1	-7.2	-3.5	13.8	13.3	9.7	5.0	8.9
COc1ccc(C(=O)COC(=O)c2ccccn2)c(OC)c1	-0.6	17.7	-0.1	0.4	17.3	7.5	3.6	-6.3
CC(C)C(C)NC(=O)CN1C(=O)NC2(CCc3ccccc32)C1=O (stereo unspecified)	1.0	6.2	1.2	-14.3	2.8	-0.6	4.3	-8.8
COc1ccc(OC)c(NC(=O)CN(Cc2ccccc2)S(C)(=O)=O)c1	-7.7	6.9	3.1	-4.2	5.2	-3.6	1.4	-0.6
CCN(C(=O)COC(=O)c1cnccn1)c1cccc2ccccc12	-1.9	9.4	-4.4	4.7	-0.8	-0.1	17.2	5.4
Cc1onc(-c2ccccc2)c1C(=O)Nc1ccc(S(=O)(=O)N2CCCC2)cc1	16.4	-1.5	6.0	2.2	17.1	16.7	14.3	4.1
Cc1c(C(=O)NCc2cccs2)oc2ccccc12	3.5	23.4	-6.5	-16.2	0.4	17.7	12.9	2.9
O=C(Cc1c(Cl)cccc1Cl)NC1=NCCS1	-9.4	19.9	4.1	·	-16.6	·	5.1	-5.5
CCOC(=O)c1cc2c(=O)n3ccccc3nc2n(CCCOC)c1=NC(C)=O	10.8	-0.5	-3.3	5.8	-1.8	6.5	11.5	-10.5
Cc1ccnc(NC(=S)N2CCN(c3cccc(C(F)(F)F)c3)CC2)c1	13.3	-16.2	38.7	13.6	27.6	50.6*	29.4	-7.5
COCCn1c(=NC(=O)C(C)(C)C)sc2cc([N+](=O)[O-])ccc21	2.0	-29.1	5.5	-4.8	-11.8	-2.1	-12.7	-8.4
COc1ccccc1N1CCN(C(=O)COc2cc(C)ccc2C)CC1	-0.3	4.6	4.7	1.9	-12.0	-8.0	10.7	13.9
O=C(Nc1ccccn1)c1cccc(S(=O)(=O)N2CCCC2)c1	9.4	13.4	10.4	-3.3	-8.6	-0.5	-3.5	-7.2
CCOC(=O)CC1C(=O)NCCN1Cc1cccs1 (stereo unspecified)	10.7	19.4	-0.9	1.6	3.3	-1.4	-5.4	-15.3
C[C@@H]1O[C@@H](OC[C@H]2O[C@@H](Oc3c(-c4ccc(O)c(O)c4)oc4cc(O)cc(O)c4c3=O)[C@H](O)[C@@H](O)[C@@H]2O)[C@H](O)[C@H](O)[C@H]1O	-3.9	7.0	1.4	9.4	-10.3	23.9	-0.1	3.3

# One compound at a time, as listed above. Screens in order: UBC13 inh | 697 NFkB inh | CXCR6 inh | Gli-Sufu antag | APJ antag | CCR6 antag | Jurkat NFkB inh | EBI2 block
# Entry for O=C(Nc1ccccn1)c1cccc(S(=O)(=O)N2CCCC2)c1 → 9.4 | 13.4 | 10.4 | -3.3 | -8.6 | -0.5 | -3.5 | -7.2
# Entry for CCOC(=O)c1cc2c(=O)n3ccccc3nc2n(CCCOC)c1=NC(C)=O → 10.8 | -0.5 | -3.3 | 5.8 | -1.8 | 6.5 | 11.5 | -10.5
# Entry for O=C(Cc1c(Cl)cccc1Cl)NC1=NCCS1 → -9.4 | 19.9 | 4.1 | · | -16.6 | · | 5.1 | -5.5

# The list continues:
Compound	UBC13 inh	697 NFkB inh	CXCR6 inh	Gli-Sufu antag	APJ antag	CCR6 antag	Jurkat NFkB inh	EBI2 block
COc1ccc(CNC(=O)COc2cc3c(c4oc(=O)cc(C)c24)CCC(C)(C)O3)cc1	19.5	4.2	3.6	5.7	11.8	12.3	3.6	10.2
Cc1cc(C(F)(F)F)nn1C(=O)c1cccnc1Cl	10.1	3.9	-0.6	-2.1	-4.5	-9.2	-20.0	-0.5
CCCn1c(=N)n(CC(=O)c2ccc(Cl)cc2)c2ccccc21	14.8	-14.1	3.7	21.4	22.9	2.1	7.8	25.9
COc1cc(C2SCC(=O)N2CCCN(C)C)cc(OC)c1OC (stereo unspecified)	7.6	18.0	-14.0	-5.0	1.7	5.1	-7.5	1.7
O=C(Nc1ccc(NC(=O)c2ccc([N+](=O)[O-])cc2[N+](=O)[O-])cc1)c1ccco1	-4.4	3.5	-10.8	-20.3	-19.3	-20.2	16.6	-6.5
O=Cc1cn(-c2ccccc2)nc1-c1ccncc1	-4.1	10.4	-7.6	0.0	-26.6	-22.8	8.0	2.9
CC(C)C(=O)Nc1ccc2c(c1)oc1ccccc12	-6.1	-151.6	-8.9	-60.1	2.7	0.8	-131.3	9.6
COc1cc(NC(=O)COC(=O)c2ccccc2F)cc(OC)c1	-0.5	-6.5	5.3	-7.2	5.1	-1.0	-5.2	-13.4
O=C1Nc2cc(Cl)c(Cl)cc2N(O)N1c1ccc(Cl)cc1	3.1	18.1	2.1	6.9	8.2	-2.9	12.9	-4.6
O=C(CN(c1ccc(Cl)cc1)S(=O)(=O)c1ccc(Cl)c([N+](=O)[O-])c1)NCCc1ccc(F)cc1	0.4	21.0	-22.2	18.7	-32.4	-6.5	7.2	24.8
CCN(CC)c1nc(Nc2ccc(Cl)cc2)nc(OCC#N)n1	4.3	-22.4	-3.0	7.0	-10.2	25.1	-18.1	7.2
CC(=O)SCC(=O)N=c1sc2cc(F)ccc2n1C	1.7	-10.6	1.3	-4.7	18.8	6.7	-5.5	21.1
Cc1cc(/C=C2\C(=O)NN(c3ccccc3)C2=O)c(C)n1-c1ccccc1O	0.7	-77.1	23.1	3.9	29.5	25.6	-34.2	12.1
CCOC(=O)Cc1nn[nH]n1	-12.8	4.0	2.9	1.6	0.4	2.1	-4.5	-7.4
Cc1cccc(C(=O)NCC(=O)OCc2cc(=O)n3ccsc3n2)c1	-0.1	8.8	-13.7	-18.9	5.6	3.3	21.8	-2.6
CCOC(=O)c1sc2nc(C)nc(NCc3ccc(Cl)cc3)c2c1C	14.7	4.8	0.8	9.3	3.6	-6.9	-0.4	24.2
CCCc1cc(C(=O)OC)c2ccccc2n1	-1.1	-0.6	-2.8	2.2	8.7	10.4	1.2	0.1
Cc1c(C(=O)OCC(=O)N2CC(=O)Nc3ccccc32)oc2ccc(Br)cc12	-0.9	17.2	-4.9	-11.2	-12.4	-10.3	-7.0	2.5
Cc1ccc(NC(=O)C2CCCN2S(=O)(=O)c2cccc3cccnc23)cc1F (stereo unspecified)	2.5	-4.6	-1.6	-0.7	-1.5	18.3	-3.1	0.1
O=C1CSC(c2cccc([N+](=O)[O-])c2)N1CCN1CCCCC1 (stereo unspecified)	0.5	9.0	6.6	10.8	7.4	8.9	6.1	-6.8
CCOC(=O)C1CCCN(c2c(N3CCN(c4ccccn4)CC3)c(=O)c2=O)C1 (stereo unspecified)	-1.4	-1.8	0.5	8.9	-0.9	3.0	-7.4	-8.7
COC(=O)Cc1c(C)nc2nc(-c3ccc(C)cc3)[nH]n2c1=O	-2.5	-6.9	-2.4	40.0	12.7	-8.8	6.0	-4.7
CCOC(=O)Cn1c(O)c(N=NC(=O)CNC(=O)Cc2ccccc2)c2ccccc21	-10.1	11.1	0.8	-5.2	-24.4	19.8	11.4	-3.2
Cc1ccc(NC(=O)C2CCN(C(=O)OC(C)(C)C)CC2)cc1S(=O)(=O)N1CCCCC1	9.0	-5.7	3.6	·	9.2	13.3	4.1	5.3
CCNC(=S)N(CCc1c(C)[nH]c2ccc(C)cc12)Cc1ccco1	14.6	-6.8	-7.4	-1.2	-2.7	7.2	-0.4	16.7
CCCCC(=O)Nc1c2c(nn1-c1ccc([N+](=O)[O-])cc1)CS(=O)(=O)C2	1.3	14.6	-3.2	0.1	9.7	14.0	-0.8	0.3
CCOC(=O)c1ccc(NC(=O)Cn2c(C)nc3c(sc(=S)n3CC)c2=O)cc1	-4.2	1.9	-0.2	1.2	14.7	-9.3	-4.4	8.0

# Screening data: PubChem BioAssay, Sanford-Burnham Center for Chemical Genomics
